# pCIP destab = lowers stability of the mouse p/CIP coactivator protein. Q05BA5. F442A p/CIP-EGFP cells, EGFP fluorescence, 16 h. decrease of EGFP signal, % at 10 µM. 290,000 tested, 0.01% active. AID 1984;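 active means EGFP signal decrease of at least 30% at 10 µM or well 3 SD below plate mean, unless failing retest; inactive means the rest, including hits failing retest or dose response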; further: some compounds called inactive have numbers as strong as hits; many of its hits are not listed in these tables
# UBC9 SUMO inh = SUMOylation inhibition. P63279. HTRF SUMOylation assay, SAE1/SAE2 + UBC9, in vitro. inhibition, % at 35 µM. 290,000 tested, 0.36% active. AID 2006; in the data active means inhibition above about 50%, passing the limit was not always enough; further: strong numbers were not always called active
# Target sequence (P63279 whole entry, looked up): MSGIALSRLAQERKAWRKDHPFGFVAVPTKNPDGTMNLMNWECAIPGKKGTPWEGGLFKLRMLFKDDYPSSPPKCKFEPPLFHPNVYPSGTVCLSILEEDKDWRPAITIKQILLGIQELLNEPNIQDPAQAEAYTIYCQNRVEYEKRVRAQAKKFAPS
# MEKK3 PB1 HTS = raises or lowers MEK5 binding to the human MEKK3 PB1 domain; 290,000 tested, 1.4% active; binding response (% of control), % at 10 µM; bead-based flow cytometry, Alexa488-MEK5 binding to MEKK3; actives lie on both sides; 0 = blocked by unlabeled MEK5, 100 = vehicle; AID 1529; Q99759;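 active means binding response more than 3 SD above or below the average of its plate-row segment, actives on both sides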;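 further: Alexa488 bead fluorescence after subtracting the streptavidin-only scavenger bead signal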
# Target sequence (Q99759 whole entry, looked up, the tested form may be a part): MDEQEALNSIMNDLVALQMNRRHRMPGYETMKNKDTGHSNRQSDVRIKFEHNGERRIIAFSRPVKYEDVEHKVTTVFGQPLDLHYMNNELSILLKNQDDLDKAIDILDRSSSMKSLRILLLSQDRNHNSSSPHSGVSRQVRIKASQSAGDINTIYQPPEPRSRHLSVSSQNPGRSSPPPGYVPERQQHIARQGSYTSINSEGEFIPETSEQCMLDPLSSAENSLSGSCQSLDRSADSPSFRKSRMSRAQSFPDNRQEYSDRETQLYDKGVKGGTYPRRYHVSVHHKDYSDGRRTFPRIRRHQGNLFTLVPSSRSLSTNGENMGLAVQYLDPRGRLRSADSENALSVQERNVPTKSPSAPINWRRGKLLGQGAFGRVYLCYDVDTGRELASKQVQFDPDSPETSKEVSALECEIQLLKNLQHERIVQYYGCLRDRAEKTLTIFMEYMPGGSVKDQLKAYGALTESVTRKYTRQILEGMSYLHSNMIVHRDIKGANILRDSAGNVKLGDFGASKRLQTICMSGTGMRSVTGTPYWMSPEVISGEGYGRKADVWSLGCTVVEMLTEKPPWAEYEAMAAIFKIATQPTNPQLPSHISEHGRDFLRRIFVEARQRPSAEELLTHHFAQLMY
# NS3 helicase inh = blocks Hepatitis C virus NS3 helicase unwinding; NS3 helicase DNA unwinding, Cy5 molecular beacon fluorescence; inhibition, % at 10.9 µM; 290,000 tested, 0.56% active;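 active means inhibition above the mean of all tested compounds plus 3 SD, set per campaign, cut at about 35% in these data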;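 further: 0% = DMSO wells and 100% = thioflavine S control wells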
#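 Assay system – hepatitis C virus NS3 helicase domain fragment enzyme · Buffer or medium – MOPS pH 6.5, MgCl2, DTT, Tween20, BSA · Reagent – Cy5/quencher beacon DNA duplex and ATP to start · Compound – single 10.9 µM dose · Timing – 1 h at 25 °C · Technique – Cy5 beacon fluorescence read at start and 1 h · Measure – % inhibition of unwinding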
# IMP-1 inh = blocks Pseudomonas aeruginosa IMP-1 metallo-beta-lactamase; purified IMP-1, nitrocefin hydrolysis, epi-absorbance fluorescence; AID 1556; 290,000 tested, 0.45% active; inhibition, % at 5.6 µM;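 active means inhibition above the mean plus 3 SD of all compounds in the same screening run, cut at about 4.5% in these data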;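 further: 0% = IMP-1 with DMSO and 100% = DMSO wells lacking enzyme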
#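 Assay system: purified IMP-1; Quantity: IMP-1 0.2 nM before substrate addition; Medium: HEPES buffer pH 7.1 with ZnSO4 and Brij 35; Incubation: 15 min enzyme–compound preincubation, then 25 min nitrocefin reaction, 25 °C; Signal: fluorescence quenching readout, ex 480/em 530 nm; Controls: DMSO with and without IMP-1; Repeats: singlicate testing.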
# FID counter = displaces DNA intercalator in HCV helicase counter-screen; DNA fluorescent intercalator displacement, fluorescence; inhibition, % at 7.9 µM; 290,000 tested, 0.17% active; AID 1845; in the data active means inhibition above about 37%;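 further: 0% = vehicle and 100% = reference compound; higher means more ethidium bromide displaced from hairpin DNA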
# PHOSPHO1 block = inhibitors of human PHOSPHO1 phosphatase; inhibition, % at 13.3 µM; AID 1565; Q8TCT1; recombinant PHOSPHO1, absorbance phosphatase assay; 290,000 tested, 1.1% active; in the data active means inhibition above about 60%
# VIM-2 inhibitor = inhibitors of Pseudomonas aeruginosa VIM-2 metallo-beta-lactamase. purified VIM-2, nitrocefin hydrolysis, epi-absorbance fluorescence. inhibition, % at 5.6 µM. 290,000 tested, 0.89% active;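 active means inhibition above the mean of all tested compounds plus 3 SD, cutoff set per screening run, cut at about 7.5% in these data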;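 further: red hydrolysis product quenches plate fluorescence so inhibitors raise well fluorescence; 0% = enzyme with DMSO and 100% = DMSO without enzyme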
# IDE cell activ = boosts human insulin-degrading enzyme activity in HEK cells; AID 493087; activation, % at 5.96 µM; 340,000 tested, 0.073% active; P14735; FAbeta-B cleavage, fluorescence polarization; 0% vehicle, 100% cell-free pure enzyme wells;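 active means activation above the mean of all tested compounds plus 3 SD, set per screening campaign, cut at about 17% in these data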
# * = called active by the depositor; . = not tested or not shown; [ ] = dose if it differs, or a comment. This is a subset; rates above refer to the full screens.
SMILES,pCIP destab,UBC9 SUMO inh,MEKK3 PB1 HTS,NS3 helicase inh,IMP-1 inh,FID counter,PHOSPHO1 block,VIM-2 inhibitor,IDE cell activ
C=COCCn1c(C)c(C(C)=O)c2cc(O)ccc21,-16,15,98,7,-2.1,1,17,-3.9,0
O=C1NC(=S)NC(=O)C1C1CCCCC1,-8,12,100,-20,-1.0,1,-15,-0.2,5
CCOC(=O)C1SC2(C(F)(F)F)CC1(O)c1c(C)cc(C)nc1O2 (centres undefined),-8,-2,104,4,4.4,-3,19,1.3,-3
CC(NC(=O)Cc1cccc2ccccc12)C(=O)N1CCC(=O)CC1 (centres undefined),3,16,101,-4,-3.7,-7,2,-1.1,4
COP(=O)(OC)C(Nc1ccccn1)c1ccccc1 (centres undefined),-12,-10,100,0,-5.1,-1,-6,1.5,6
CC(=NC(C)c1ccccc1)c1c(O)[nH]c(=O)[nH]c1=O (centres undefined),1,12,105,-1,-2.0,-1,14,-1.2,5
CCOC(=O)N(c1ccccc1)P1(=S)OCCO1,-32,-13,103,3,-0.3,16,-22,0.1,-2
CN1CCN(c2ccc(C(N)=O)cc2N)CC1,-11,10,.,1,-3.1,2,-4,-0.8,5
COc1ccc(N2C(=O)/C(=C/c3ccco3)C(=O)NC2=S)cc1,-8,17,98,59*,3.2,-9,-112,-1.8,-4
CC1N(O)C2CCCCCC2N1O (centres undefined),-21,6,111,0,-1.8,-1,11,2.6,2
O=c1cc(C(F)(F)F)c2cc3c4c(c2o1)CCCN4CCC3,-199,18,103,10,7.8*,-7,7,8.5*,-94
Cc1ccc(-n2c(C)cc(/C=C3/C(=O)NC(=O)N(Cc4ccco4)C3=O)c2C)cc1,-3,5,113,63*,-2.4,-29,6,-3.2,-5
O=C(COc1ccccc1)N1CCN(CCN2C(=O)c3cccc4cccc(c34)C2=O)CC1,8,-4,99,-6,-3.4,-12,-13,-1.4,4
c1ccc2sc(NC3=NCCN3)nc2c1,-1,1,98,0,0.7,1,6,-3.3,3
COc1ccc(C(=O)C2CCCN(Cc3cccc(C)n3)C2)c(OC)c1 (centres undefined),2,25,105,0,-2.6,2,28,-2.8,4
COc1ccc(N2C(=O)NC(=O)/C(=C/c3cccc(OC(=O)c4cccs4)c3)C2=O)cc1Cl,-1,13,97,15,-2.2,-19,-7,1.4,.
COc1ccc(CC(C)NC2CCCCCC2)cc1 (centres undefined),-6,8,98,-3,-1.6,10,.,-2.6,4
CC[N+]12CCC(CC1)C(C(O)(c1ccccc1)c1ccccc1)C2 (centres undefined),7,17,97,3,-1.7,2,20,-2.2,8
O=C(CN1CCCCC1)c1ccc(F)cc1,1,20,99,-15,-3.1,-11,15,-1.4,-4
Cc1ccc2c(c1)CC1(CN2C)C(=O)NC(=O)N(c2cc(C)ccc2C)C1=O (centres undefined),-12,14,101,13,-3.3,-6,-12,-2.8,1
CC(C)c1ccc(O)c(CN2CCN(c3ccccc3)CC2)c1,-12,12,105,-12,-1.0,1,27,0.9,3
COc1cc(C)c(CN2CC=C(c3ccc(F)cc3)CC2)cc1C,-11,-5,106,-17,0.7,9,15,0.4,6
CNC(=O)NC(O)C(Cl)(Cl)Cl (centres undefined),-14,0,100,-2,-0.5,-3,10,-0.2,3
O=C(c1ccc(Cl)cc1)N1CCC2(CC1)OCCO2,-82,12,103,-3,1.1,-4,.,1.0,1
OCC1(CO)COC(c2cccnc2)N1 (centres undefined),-2,2,100,7,-1.1,0,7,-1.2,4

# Fetched by compound from the entries so far:
SMILES,pCIP destab,UBC9 SUMO inh,MEKK3 PB1 HTS,NS3 helicase inh,IMP-1 inh,FID counter,PHOSPHO1 block,VIM-2 inhibitor,IDE cell activ
COc1ccc(N2C(=O)/C(=C/c3ccco3)C(=O)NC2=S)cc1,-8,17,98,59*,3.2,-9,-112,-1.8,-4
C=COCCn1c(C)c(C(C)=O)c2cc(O)ccc21,-16,15,98,7,-2.1,1,17,-3.9,0
CC1N(O)C2CCCCCC2N1O (centres undefined),-21,6,111,0,-1.8,-1,11,2.6,2

# Rewritten with each value named: part of the list above.
molecule: OCC1(CO)COC(c2cccnc2)N1 (centres undefined)
  pCIP destab: -2
  UBC9 SUMO inh: 2
  MEKK3 PB1 HTS: 100
  NS3 helicase inh: 7
  IMP-1 inh: -1.1
  FID counter: 0
  PHOSPHO1 block: 7
  VIM-2 inhibitor: -1.2
  IDE cell activ: 4

molecule: COc1ccc(CC(C)NC2CCCCCC2)cc1 (centres undefined)
  pCIP destab: -6
  UBC9 SUMO inh: 8
  MEKK3 PB1 HTS: 98
  NS3 helicase inh: -3
  IMP-1 inh: -1.6
  FID counter: 10
  PHOSPHO1 block: .
  VIM-2 inhibitor: -2.6
  IDE cell activ: 4

molecule: CC1N(O)C2CCCCCC2N1O (centres undefined)
  pCIP destab: -21
  UBC9 SUMO inh: 6
  MEKK3 PB1 HTS: 111
  NS3 helicase inh: 0
  IMP-1 inh: -1.8
  FID counter: -1
  PHOSPHO1 block: 11
  VIM-2 inhibitor: 2.6
  IDE cell activ: 2

molecule: O=C(CN1CCCCC1)c1ccc(F)cc1
  pCIP destab: 1
  UBC9 SUMO inh: 20
  MEKK3 PB1 HTS: 99
  NS3 helicase inh: -15
  IMP-1 inh: -3.1
  FID counter: -11
  PHOSPHO1 block: 15
  VIM-2 inhibitor: -1.4
  IDE cell activ: -4

# Remaining list, next part
SMILES,pCIP destab,UBC9 SUMO inh,MEKK3 PB1 HTS,NS3 helicase inh,IMP-1 inh,FID counter,PHOSPHO1 block,VIM-2 inhibitor,IDE cell activ
CCCOP(=O)(O)c1c([N+](=O)[O-])cc(C(F)(F)F)cc1[N+](=O)[O-] (tested in a mixture with another compound),-10,10,102,-1,-2.8,4,7,-1.1,3
Cc1cc(/C=C2\C(=O)NC(=O)N(c3cccc(F)c3)C2=O)c(C)n1-c1ccc(C(=O)O)c(Cl)c1,-15,14,105,16,0.0,-20,39,2.9,4
COc1ccc(C2(C#N)CCN(C)CC2)cc1,2,-1,92,9,-1.6,9,-5,-0.2,-1
COc1ccc(CC(=O)Nc2ccc(C#N)c(Cl)c2)cc1S(=O)(=O)N1CCOCC1,-22,5,99,-15,-1.3,-7,15,2.0,1
CC(=O)O[C@@H]1[C@H]2CC[C@@H]3[C@]1(C[C@@H](OC(C)=O)[C@@]1(O)C([C@@H]4O[C@@H]4C1(C)C)[C@]3(C)O)C[C@@]2(C)O (some centres undefined),4,11,96,2,-5.3,-5,11,-1.4,2
O=C1NC(=O)C(=Cc2coc3ccccc3c2=O)C(=O)N1,5,12,121,-7,-1.6,-6,-2,0.2,-3
Cn1cccc1/C=C1\C(=O)NC(=O)N(Cc2ccccc2)C1=O,-4,15,91,13,-0.8,-25,20,-1.4,3
C=C1C(=O)O[C@@H]2C[C@@H](C)[C@@H]3C4OC4C(=O)[C@@]3(C)[C@@H](O)[C@H]12 (some centres undefined),-36,11,69*[inhibitor],.,.,.,26,.,3
COCCOC(=O)C1=C(N)Oc2c(c(=O)oc3ccccc23)C1c1ccncc1 (centres undefined),-5,-4,106,9,-1.5,-5,18,-1.9,6
CN1C[C@H](CO)C=C2c3cccc4[nH]cc(c34)C[C@H]21,-22,65*,100,-3,-1.4,13,-4,-0.9,1
CC(C)(C)c1ccc(CSc2cnn(C(C)(C)C)c(=O)c2Cl)cc1,-19,-16,102,-10,0.6,-23,16,-0.2,1
O=C1Nc2ccc(Br)cc2C(c2ccccc2)=NC1O (centres undefined),-1,17,104,-7,-1.5,-5,37,-2.7,6
CCOC(=O)C1(CCOc2ccccc2)CCN(Cc2cccc(O)c2)CC1,-4,9,110,-24,-1.7,7,19,-1.8,3
CC(C)COP(=O)(OCC(C)C)C(O)c1cccnc1 (centres undefined),2,9,106,7,1.0,1,-7,1.4,6
CCN1CCN(Cc2cc3c(cc2[N+](=O)[O-])OCO3)CC1,0,-9,99,17,0.2,0,25,1.4,5
CC(C)NS(=O)(=O)c1ccc(OCC(=O)N2CCN(C)CC2)cc1,-6,15,99,6,-3.1,-4,22,-6.1,5
CCCCOP(=O)(CN1CCOCC1)OCCCC,0,19,107,0,-3.2,-8,0,-1.2,6
CCN(CC)P(=O)(Oc1ccccc1)Oc1ccccc1,-2,-7,97,0,-2.9,-35,8,0.1,-6
O=C(c1ccc(Cl)cc1)C1CCCN(Cc2cccc3cccnc23)C1 (centres undefined),0,16,107,-20,-1.6,15,56,-1.6,0
Cc1ccc(N/N=C/c2c(O)n(-c3ccccc3)c(=O)[nH]c2=O)cc1,-4,19,97,6,-1.5,1,-2,-1.7,-2
CCOC(=O)c1sc(N=Nc2c(O)[nH]c(=O)[nH]c2=O)c(C(=O)OCC)c1C,0,-8,98,5,-3.0,0,-4,-2.7,.
COc1ccccc1/C=N/N=C(/N)N[N+](=O)[O-],-2,2,101,-4,-1.7,-3,11,-1.0,6
CN1CCC(n2nccc2N)CC1,-6,-2,111,11,1.7,4,15,0.7,2
N/C(=N\[N+](=O)[O-])NCCCC(NC(=O)CNC(=O)c1ccccc1)C(=O)O (centres undefined),2,-8,94,-4,-3.4,0,12,-2.9,0
Cc1nn(C)c(C)c1/C=C1/CC2C3CC=C4CC(O)CCC4(C)C3CCC2(C)C1=O (centres undefined),9,-34,105,-3,-1.8,-25,-26,0.0,1
CCCCCn1c(=O)c(C(=O)Nc2cnccn2)c(O)c2ccccc21,-24,2,100,3,-3.7,-4,19,-3.9,-2
CN1CCCN(c2ccc([N+](=O)[O-])nc2)CC1,-15,16,106,-4,-0.8,0,14,-0.9,3
